Rin1 Abl inh – inhibitors of human Rin1-Abl protein interaction. TR-FRET Rin1/Abl binding, biochemical. inhibition, % at 7.35 µM. 360,000 tested, 0.4% active; in the data active means inhibition above about 5%, passing the limit was not always enough
SKN-1 inh – blocks SKN-1 activity in C. elegans | 360,000 tested, 0.49% active | AID 624304 | C. elegans VP596 Pgst-4::GFP/RFP ratio, acrylamide-induced, 24 h | inhibition, % at 21.8 µM;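 active means interference check ratio from 0.5 to 1.5 plus GFP to RFP signal ratio inhibition reaching or exceeding a fixed threshold, cut at about 30% in these data, passing the limit was not always enough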; further: some compounds called inactive have numbers as strong as hits
Rpn11 inh – Rpn11 (human) deubiquitinase inhibition. O00487. human 26S proteasome, Ub4-pepOG fluorescence polarization; 20S core pre-blocked with epoxomicin. calls only at 20 µM. 360,000 tested, 0.59% active;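 active means inhibition at 20 µM, scaled to each plate's controls, above about 33%, limit read from the data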
Target sequence (O00487 whole entry, looked up): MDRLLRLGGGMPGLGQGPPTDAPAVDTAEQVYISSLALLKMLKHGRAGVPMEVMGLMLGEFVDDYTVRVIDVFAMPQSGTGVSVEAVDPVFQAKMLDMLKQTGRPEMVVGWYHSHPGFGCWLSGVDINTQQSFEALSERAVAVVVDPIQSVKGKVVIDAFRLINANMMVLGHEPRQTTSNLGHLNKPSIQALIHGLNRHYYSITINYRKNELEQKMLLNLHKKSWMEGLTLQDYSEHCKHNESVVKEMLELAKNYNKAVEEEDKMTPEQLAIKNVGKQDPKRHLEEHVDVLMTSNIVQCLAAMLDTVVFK
MT1-MMP act inh – inhibitors of human MT1-MMP activation; P50281; AID 651647; 360,000 tested, 0.061% active; GFP/RFP ratio change, % at 20 µM; HT1080 RFP-PRO-GFP cells, GFP/RFP ratio fluorescence, overnight; percent of plate control window, DMSO zero;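 active means GFP/RFP ratio change of at least 30% with cell ATP level not reduced by more than half and red fluorescence within 50% of control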; further: strong numbers were not always called active
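Assay system: RFP-PRO-GFP reporter HT1080 cells; read-out basis: GFP/RFP fluorescence ratio; benchmarks: DMSO wells and RFP-L50D-GFP cells; doses: 20 µM single dose, 1% DMSO; schedule: overnight cell settling, then overnight compound exposure, 37 °C, 5% CO2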
NadD block – NadD (S. aureus) enzyme inhibition; purified NadD enzyme, colorimetric absorbance read-out; inhibition, % at 20 µM; AID 602399; 360,000 tested, 0.78% active; in the data active means inhibition above about 26%; further: some compounds past the cut are filed as inactive
PABP1 MLLE inh – inhibitors of microRNA-mediated deadenylation, human PABP1 MLLE binding; P11940; GST-MLLE / FITC-PAM2 fluorescence polarization; inhibition, % at 20 µM; 360,000 tested, 0.36% active; AID 588489; in the data active means inhibition above about 35%, passing the limit was not always enough;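 further: plate controls were DMSO wells with GST-MLLE for no effect and wells lacking GST-MLLE protein for full effect; some results filed as inactive read as strong as hits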
CSN inh – blocks human CSN-mediated cullin deneddylation | Q92905 | Purified CSN, SCF-Nedd8-OG deneddylation, fluorescence polarization | inhibition, % at 12.5 µM | 360,000 tested, 0.38% active;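 active means pattern-corrected inhibition above about 35%, with an unprinted fluorescence ratio check between 0.5 and 1.5, limit read from the data, passing the limit was not always enough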;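 further: 0% = enzyme with substrate and 100% = substrate without enzyme; some results filed as inactive read as strong as hits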
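Detection – fluorescence polarization · System – HEK293T-derived human Csn5 enzyme · Controls – substrate-only high control, full reaction low control · Timing – 90 min, room temperature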
FAS-TE inh – blocks the thioesterase domain of human fatty acid synthase | P49327 | 360,000 tested, 0.67% active | recombinant FAS-TE, OMFH fluorogenic substrate, fluorescence endpoint | inhibition, % at 15 µM;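 active means compounds whose normalised, plate-corrected inhibition of enzyme fluorescence in the single-dose primary screen is 50% or more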;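 further: 0% = DMSO with enzyme and 100% = substrate without enzyme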
Neddylation inh – inhibitors of human cullin neddylation; P61081+Q13564; TR-FRET cullin neddylation, biochemical; calls only at 25 µM; 360,000 tested, 0.58% active; AID 651699; in the data active means inhibition above about 36%
Target sequence (P61081 whole entry, looked up): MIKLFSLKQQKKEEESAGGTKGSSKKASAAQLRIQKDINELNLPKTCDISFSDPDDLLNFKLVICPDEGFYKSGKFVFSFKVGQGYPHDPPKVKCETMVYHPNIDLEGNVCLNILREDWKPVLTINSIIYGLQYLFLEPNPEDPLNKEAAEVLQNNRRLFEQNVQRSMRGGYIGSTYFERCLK
Target sequence (Q13564 whole entry, looked up): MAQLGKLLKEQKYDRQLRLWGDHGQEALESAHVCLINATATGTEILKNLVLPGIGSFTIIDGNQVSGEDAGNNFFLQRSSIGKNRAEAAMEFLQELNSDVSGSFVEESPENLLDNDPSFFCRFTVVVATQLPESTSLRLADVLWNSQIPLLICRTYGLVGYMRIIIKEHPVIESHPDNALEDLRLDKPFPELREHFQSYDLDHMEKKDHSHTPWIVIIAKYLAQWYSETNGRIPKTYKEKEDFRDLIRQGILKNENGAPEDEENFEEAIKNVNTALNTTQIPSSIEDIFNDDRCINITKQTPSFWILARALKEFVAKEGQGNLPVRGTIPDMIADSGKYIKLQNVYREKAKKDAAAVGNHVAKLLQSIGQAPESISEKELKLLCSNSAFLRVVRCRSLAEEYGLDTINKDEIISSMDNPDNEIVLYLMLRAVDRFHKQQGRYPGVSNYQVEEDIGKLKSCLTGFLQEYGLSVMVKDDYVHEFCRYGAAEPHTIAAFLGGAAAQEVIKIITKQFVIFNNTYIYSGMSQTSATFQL
The depositor's hits bear a star.

`O=C(O)c1cccc(-c2ccc(/C=N/Nc3nn[nH]n3)o2)c1` gave Rin1 Abl inh 1.1, SKN-1 inh 4.1, Rpn11 inh inactive, MT1-MMP act inh -0.8, NadD block -2.5, PABP1 MLLE inh -5.1, CSN inh 3.7, FAS-TE inh -5.7 and Neddylation inh inactive.
Screening c1ccc2c(c1)c1c(c3ccccc32)CN2CCCC2C1 (stereo not given) returned Rin1 Abl inh -3.7, SKN-1 inh -21.0, Rpn11 inh inactive, MT1-MMP act inh -3.3, NadD block 16.0, PABP1 MLLE inh -24.2, CSN inh 3.1, FAS-TE inh -6.2 and Neddylation inh active.
`O=C(Nc1cccnc1)c1cc(Br)c(Br)s1` gave Rin1 Abl inh -0.5, SKN-1 inh 26.8, Rpn11 inh inactive, MT1-MMP act inh -8.2, NadD block -0.5, PABP1 MLLE inh 7.7, CSN inh -2.8, FAS-TE inh 2.8 and Neddylation inh inactive.
`COc1cccc(C(=O)NCc2ccc3[nH]c(C)cc3c2)c1` gave Rin1 Abl inh 4.3, SKN-1 inh 8.8, Rpn11 inh inactive, MT1-MMP act inh 20.6, NadD block 23.3, PABP1 MLLE inh 37.9*, CSN inh 3.9, FAS-TE inh -2.2 and Neddylation inh inactive.
Screening CN(C(=O)COc1cccc(C#N)c1)C1CCS(=O)(=O)C1 (stereo not given) returned Rin1 Abl inh 2.0, SKN-1 inh -6.9, Rpn11 inh inactive, MT1-MMP act inh 0.2, NadD block -3.1, PABP1 MLLE inh 1.7, CSN inh -4.5, FAS-TE inh 0.1 and Neddylation inh inactive.
`CCCc1cc(C(=O)N2CCCC(Nc3ccc(C)c(C)c3)C2)n(C)n1` (stereo not given) gave Rin1 Abl inh 3.7, SKN-1 inh 5.9, Rpn11 inh inactive, MT1-MMP act inh 0.3, NadD block -2.8, PABP1 MLLE inh -4.7, CSN inh 4.8, FAS-TE inh -3.6 and Neddylation inh inactive.
`COc1cccc(C2Nc3ccccc3C(=O)N2Cc2ccccc2)c1` (stereo not given) gave Rin1 Abl inh -3.4, SKN-1 inh 18.5, Rpn11 inh inactive, MT1-MMP act inh -6.9, NadD block -12.8, PABP1 MLLE inh -1.0, CSN inh 2.0 and FAS-TE inh 14.3.
Cc1ccc([N+](=O)[O-])cc1NC(=O)CN1CCCCC1 was read as Rin1 Abl inh -1.8, SKN-1 inh 20.2, Rpn11 inh inactive, MT1-MMP act inh -0.2, NadD block 3.1, PABP1 MLLE inh -0.3, CSN inh 5.5, FAS-TE inh -4.8 and Neddylation inh inactive.
`Cc1cc(C)cc(N(C(=O)c2csnn2)C(C(=O)NC2CCCCC2)c2cccnc2)c1` (stereo not given) gave Rin1 Abl inh 4.7, SKN-1 inh 15.6, Rpn11 inh inactive, MT1-MMP act inh -2.0, NadD block 1.5, PABP1 MLLE inh 24.5, CSN inh -2.2, FAS-TE inh -3.8 and Neddylation inh inactive.
Screening Cc1c(OCC(F)(F)F)ccnc1CS(=O)c1nc2ccccc2[nH]1 (stereo not given) returned Rin1 Abl inh 2.2, SKN-1 inh -9.8, Rpn11 inh inactive, MT1-MMP act inh 1.8, NadD block 1.4, PABP1 MLLE inh -1.4, CSN inh -2.7, FAS-TE inh -0.5 and Neddylation inh inactive.
Screening COc1cccc(C(O)c2nc(-c3ccc(N(C)C)cc3)cs2)c1 (stereo not given) returned Rin1 Abl inh -0.3, SKN-1 inh 9.0, Rpn11 inh inactive, MT1-MMP act inh 7.6, NadD block -1.9, PABP1 MLLE inh -11.7, CSN inh 0.7, FAS-TE inh 6.4 and Neddylation inh inactive.
`COc1ccccc1-c1ccc(SCc2ccccc2)nn1` gave Rin1 Abl inh -0.2, SKN-1 inh 4.4, Rpn11 inh inactive, MT1-MMP act inh 3.0, NadD block -3.2, PABP1 MLLE inh 4.7, CSN inh -0.1, FAS-TE inh 18.9 and Neddylation inh inactive.
For COCc1nnc(NC(=O)c2ccc(Cl)cc2[N+](=O)[O-])s1 the results were Rin1 Abl inh -2.5, SKN-1 inh -1.4, Rpn11 inh inactive, MT1-MMP act inh 3.5, NadD block 2.1, PABP1 MLLE inh 23.7, CSN inh -12.7, FAS-TE inh -5.3 and Neddylation inh inactive.
O=C(Nc1ccccc1C(F)(F)F)C1CC(=O)N(c2ccccc2F)C1 (stereo not given) was read as Rin1 Abl inh 3.2, SKN-1 inh -21.0, Rpn11 inh inactive, MT1-MMP act inh 3.1, NadD block -6.6, PABP1 MLLE inh 6.4, CSN inh -3.4, FAS-TE inh -1.6 and Neddylation inh inactive.
O=c1ccc(C(F)(F)F)cn1Cc1cc(=O)n2cc(Br)ccc2n1 was read as Rin1 Abl inh -0.6, SKN-1 inh 1.4, Rpn11 inh inactive, MT1-MMP act inh -0.8, NadD block -1.5, PABP1 MLLE inh -2.4, CSN inh 9.9, FAS-TE inh 0.1 and Neddylation inh inactive.
`Cc1c(C(=O)OCC(=O)NCC2CCCO2)cccc1[N+](=O)[O-]` (stereo not given) gave Rin1 Abl inh 2.4, SKN-1 inh 1.9, Rpn11 inh inactive, MT1-MMP act inh 4.4, NadD block 3.3, PABP1 MLLE inh -2.5, CSN inh -11.1, FAS-TE inh -0.9 and Neddylation inh inactive.
CC(=O)c1sc(NC(=O)CCOc2ccccc2)nc1C was read as Rin1 Abl inh -5.0, SKN-1 inh 18.7, Rpn11 inh inactive, MT1-MMP act inh 2.0, NadD block -3.9, PABP1 MLLE inh 9.0, CSN inh 1.8, FAS-TE inh 0.9 and Neddylation inh inactive.
For Cn1nc(C(=O)Nc2cc(Cl)ccc2N2CCCC2)c2ccccc2c1=O the results were Rin1 Abl inh 0.0, SKN-1 inh 3.2, Rpn11 inh inactive, MT1-MMP act inh 0.9, NadD block -6.3, PABP1 MLLE inh -11.5, CSN inh 9.5, FAS-TE inh 16.7 and Neddylation inh inactive.
Screening COc1ccc(Cl)cc1NC(=O)c1oc(C)nc1C returned Rin1 Abl inh 3.4, SKN-1 inh 3.7, Rpn11 inh inactive, MT1-MMP act inh -2.1, NadD block -5.0, PABP1 MLLE inh -3.3, CSN inh 8.5, FAS-TE inh -4.3 and Neddylation inh inactive.
`O=C(CCCn1cc([N+](=O)[O-])cn1)Nc1ccc2c(c1)OCO2` gave Rin1 Abl inh 3.0, SKN-1 inh 16.9, Rpn11 inh inactive, MT1-MMP act inh 3.8, NadD block -3.5, PABP1 MLLE inh 9.0, CSN inh 0.5, FAS-TE inh 37.7 and Neddylation inh inactive.
For CCOc1ccc(C(=O)Nn2cnnc2)cc1 the results were Rin1 Abl inh 2.4, SKN-1 inh 11.5, Rpn11 inh inactive, MT1-MMP act inh 1.2, NadD block -5.6, PABP1 MLLE inh -0.3, CSN inh 2.0, FAS-TE inh -9.5 and Neddylation inh inactive.
COc1ccc(N(CC(=O)NCCSc2ccccc2)S(C)(=O)=O)cc1 was read as Rin1 Abl inh 3.0, SKN-1 inh 4.4, Rpn11 inh inactive, MT1-MMP act inh -4.0, NadD block -2.0, PABP1 MLLE inh 6.2, CSN inh -3.7, FAS-TE inh -2.3 and Neddylation inh inactive.
`Cn1c(=O)c2c(SCC(=O)Nc3ccc4c(c3)OCCO4)nc(CC(C)(C)C)nc2n(C)c1=O` gave Rin1 Abl inh 0.8, SKN-1 inh 0.3, Rpn11 inh inactive, MT1-MMP act inh -10.2, NadD block 8.6, PABP1 MLLE inh -6.6, CSN inh -0.9, FAS-TE inh 38.0 and Neddylation inh inactive.
For Cc1ccc(C2=NOC(C)(c3sc(-c4ccc(Cl)cc4)nc3C)C2)cc1 (stereo not given) the results were Rin1 Abl inh -1.6, SKN-1 inh 0.2, Rpn11 inh inactive, MT1-MMP act inh -1.3, NadD block 1.8, PABP1 MLLE inh -2.4, CSN inh -7.4, FAS-TE inh 8.2 and Neddylation inh inactive.
`Cc1nc2ccccc2c2c1C(=O)N(c1cccc(C(=O)O)c1)C2=O` gave Rin1 Abl inh 4.8, SKN-1 inh -0.5, Rpn11 inh inactive, MT1-MMP act inh 2.6, NadD block 2.6, PABP1 MLLE inh -5.0, CSN inh -0.3, FAS-TE inh -0.7 and Neddylation inh inactive.
CN(C)CCN(C)C1CN(Cc2ccc(F)cc2)S(=O)(=O)C1 (stereo not given) was read as Rin1 Abl inh -0.8, SKN-1 inh -3.1, Rpn11 inh inactive, MT1-MMP act inh 1.8, NadD block -6.5, PABP1 MLLE inh 9.1, CSN inh -7.3, FAS-TE inh -8.3 and Neddylation inh inactive.
Screening COc1ccc(NC(=O)c2cc(Cl)ccc2NC(=O)c2ccco2)c(OC)c1 returned Rin1 Abl inh -5.5, SKN-1 inh 25.5, Rpn11 inh inactive, MT1-MMP act inh -2.1, NadD block -12.0, PABP1 MLLE inh -3.5, CSN inh 3.9, FAS-TE inh 25.5 and Neddylation inh inactive.
Screening CSCCC(NC(=O)c1ccccc1Cl)C(=O)N1CCN(c2ccccn2)CC1 (stereo not given) returned Rin1 Abl inh 0.2, SKN-1 inh 8.9, Rpn11 inh inactive, MT1-MMP act inh -1.5, NadD block -8.1, PABP1 MLLE inh 3.5, CSN inh 3.4, FAS-TE inh -4.7 and Neddylation inh inactive.
`CN1C[C@@H]2[C@@H]3C(=O)N(Cc4ccccc4)C(=O)[C@@H]3[C@](Cc3ccccc3)(C1=O)N2C(=O)c1ccc(Cl)c(Cl)c1` gave Rin1 Abl inh 0.5, SKN-1 inh 0.5, Rpn11 inh inactive, MT1-MMP act inh -10.6, NadD block 4.8, PABP1 MLLE inh -5.8, CSN inh 9.2, FAS-TE inh 23.2 and Neddylation inh inactive.
`CCN(CC)S(=O)(=O)c1ccc(N=Cc2c(C)c(C#N)c(=O)n(C)c2O)cc1` gave Rin1 Abl inh -1.9, SKN-1 inh -2.1, Rpn11 inh inactive, MT1-MMP act inh -1.6, NadD block 0.5, PABP1 MLLE inh 0.4, CSN inh -2.5, FAS-TE inh -4.1 and Neddylation inh inactive.
For COc1ccc2ccccc2c1/C=N/NC(=S)NCCN1CCOCC1 the results were Rin1 Abl inh -5.2, SKN-1 inh 3.2, Rpn11 inh inactive, MT1-MMP act inh 1.1, NadD block -4.0, PABP1 MLLE inh 30.2, CSN inh -1.6, FAS-TE inh 6.2 and Neddylation inh inactive.
`CSc1cc(C)n(-c2ccccc2C)c(=S)c1C(C)=O` gave Rin1 Abl inh -1.8, SKN-1 inh -16.2, Rpn11 inh inactive, MT1-MMP act inh -2.3, NadD block -5.0, PABP1 MLLE inh -36.9, CSN inh 1.6, FAS-TE inh -3.1 and Neddylation inh inactive.
Screening COc1ccccc1[C@@H]1C(c2ccccc2)=NN(c2ccc(Br)cc2)[C@H]1C(=O)N1CCOC1=O returned Rin1 Abl inh -2.7, SKN-1 inh -15.3, Rpn11 inh inactive, MT1-MMP act inh 4.1, NadD block 11.8, PABP1 MLLE inh 7.9, CSN inh 1.4, FAS-TE inh 73.6* and Neddylation inh inactive.
COC(=O)[C@@H](CC(C)C)N(Cc1ccccc1)S(=O)(=O)N(Cc1ccccc1)[C@@H](CC(C)C)C(=O)OC was read as Rin1 Abl inh 4.8, SKN-1 inh -2.3, Rpn11 inh inactive, MT1-MMP act inh 3.9, NadD block 5.8, PABP1 MLLE inh 6.3, CSN inh -2.8, FAS-TE inh 5.7 and Neddylation inh inactive.

Compounds were not picked by outcome (roughly 3.9% active in at least one column).
